# SSB-PriA inh = inhibitors of Klebsiella pneumoniae PriA binding to SSB C-terminal tail, primary screen, biochemical, AlphaScreen | inhibition, % at 33 µM | AID 1272365, 2023 | AlphaScreen SSBct-PriA binding, biotinylated peptide | 0.6% of 430,000 active; in the data active = inhibition mostly above about 37%, no sharp cut-off; inactive = mostly below about 20%;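 note: plate controls were negative control peptide for no effect and reference peptide for full effect; strong numbers were not always called active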
# SARS 3CLpro inh = SARS-CoV 3CLpro protease inhibitors, primary screen, biochemical, quenched FRET | Replicase polyprotein 1ab (Severe acute respiratory syndrome coronavirus), P0C6X7 | recombinant SARS-CoV 3CLpro, quenched FRET peptide cleavage | inhibition, % at 6 µM | 0.14% of 290,000 active | AID 1706, 2009; in the data active = inhibition above about 12%
# PrPC surface inh = inhibitors of human cell surface prion protein PrPC, primary screen, cell-based, TR-FRET. Major prion protein (Homo sapiens), P04156. TR-FRET read-out. inhibition, % at 13.8 µM. 0.43% of 370,000 active; in the data active = inhibition above about 24%; note: 0% = median of the test wells and 100% = reference compound wells
# Vc quorum ag = inducers of Vibrio cholerae quorum light production without autoinducers, primary screen, BH1578 luxS cqsA deficient, single point; V. cholerae BH1578 lux reporter, luminescence, 6 h; activation, % at 18.7 µM; 0.16% of 350,000 active; AID 588436, 2011; in the data active = activation mostly above about 9.7%, no sharp cut-off; note: not every result past the cut was called active; inactives centre near 0; reference of the scale not given here
# Rv3671c inh = Rv3671c serine protease inhibitors, primary screen, biochemical, fluorescence polarization, M. tuberculosis H37Rv; 0.048% of 320,000 active; inhibition, % at 5.96 µM; in the data active = inhibition above about 38%;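 note: extracellular domain of Rv3671c used as enzyme; 0% = enzyme with DMSO and 100% = no enzyme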
# Target sequence (P9WHR9 whole entry, looked up, the tested form may be a part): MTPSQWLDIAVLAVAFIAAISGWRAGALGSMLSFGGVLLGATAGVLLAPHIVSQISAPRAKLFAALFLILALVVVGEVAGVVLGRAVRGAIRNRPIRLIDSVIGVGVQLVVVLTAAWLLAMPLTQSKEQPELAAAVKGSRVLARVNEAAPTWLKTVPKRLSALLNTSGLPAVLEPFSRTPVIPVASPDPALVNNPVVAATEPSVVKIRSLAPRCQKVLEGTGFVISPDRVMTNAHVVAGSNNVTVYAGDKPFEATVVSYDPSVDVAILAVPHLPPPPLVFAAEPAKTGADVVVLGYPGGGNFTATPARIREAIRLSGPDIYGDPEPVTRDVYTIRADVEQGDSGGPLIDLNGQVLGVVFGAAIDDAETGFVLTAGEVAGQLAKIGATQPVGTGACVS
# TcdB inh = TcdB glycohydrolase inhibitors, primary screen, biochemical, single point, plate reader. TcdB glycohydrolase enzymatic assay. inhibition, % at 9.99 µM. 0.24% of 350,000 active; in the data active = inhibition above about 10%
# Y pestis TopoI = Yersinia pestis topoisomerase I inhibitors, primary screen, biochemical, cleavage product accumulation, plate reader, single point; Y. pestis Topo-I cleavage product accumulation; activity, % at 10 µM; 0.064% of 360,000 active; in the data active = activity above about 50%, passing the limit was not always enough; note: inactives centre near 2
# CCHFV vOTU inh = CCHFV vOTU protease inhibitors, primary screen, biochemical, Pep-AMC substrate, fluorescence | inhibition, % at 11.5 µM | 0.55% of 370,000 active | Crimean-Congo hemorrhagic fever virus L polyprotein viral ovarian tumor (vOTU) protease … | AID 651958, 2012; in the data active = inhibition above about 30%; note: 0% = vehicle wells with enzyme and 100% = no enzyme wells
# DUSP3 inh = VHR1 phosphatase inhibitors, primary screen, biochemical, absorbance, uHTS. Dual specificity protein phosphatase 3 (Homo sapiens), P51452. recombinant VHR phosphatase, pNPP absorbance. inhibition, % at 13.3 µM. 0.52% of 290,000 active. AID 1654, 2009; in the data active = inhibition above about 50%; note: some compounds called inactive have numbers as strong as hits
# Target sequence (P51452 whole entry, looked up): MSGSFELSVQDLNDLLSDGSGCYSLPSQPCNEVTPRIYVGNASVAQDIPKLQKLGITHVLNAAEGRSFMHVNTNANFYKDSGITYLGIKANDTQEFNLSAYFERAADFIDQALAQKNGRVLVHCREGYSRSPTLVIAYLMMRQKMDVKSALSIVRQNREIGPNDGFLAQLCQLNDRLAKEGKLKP
# MazF activator = activators of E. coli MazEF toxin-antitoxin RNase, primary screen, biochemical, fluorescence, uHTS | activation, % at 20 µM | 0.32% of 350,000 active | FAM/BHQ RNA-DNA oligo cleavage fluorescence, 5 h | AID 504720, 2011; in the data active = activation above about 50%
# Target sequence (P0AE70 whole entry, looked up): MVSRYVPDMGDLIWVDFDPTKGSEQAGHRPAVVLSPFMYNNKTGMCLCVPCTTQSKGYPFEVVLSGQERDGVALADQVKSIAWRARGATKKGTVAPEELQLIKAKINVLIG
# * marks the source's active call; other numbers are inactive results; i = inactive; · = no result given; & = joins results of further samples.
SMILES,SSB-PriA inh,SARS 3CLpro inh,PrPC surface inh,Vc quorum ag,Rv3671c inh,TcdB inh,Y pestis TopoI,CCHFV vOTU inh,DUSP3 inh,MazF activator
CC1CCN(CCCCOc2cccc(C(C)C)c2)CC1,-5,2,3,0.8,2,4.7,7,-1,34,5
O=C(CN1CCN(Cc2ccc(Cl)cc2)CC1)N/N=C/C=C/c1ccccc1[N+](=O)[O-],·,-3,-28,-0.2,1,-0.2,30,13,4,7
O=C(Nc1ccccc1)NC1CCN(Cc2c(F)cccc2Cl)CC1,-10,9,-8,-1.6,-14,1.9,-5,-2,-3,-2
COc1ccc(C(=O)Cc2nnc(C)s2)cc1,-6,-2,9,-0.3,-3,·,9,-15,0,29
c1ccc(CSc2ccc(-c3ccccn3)nn2)cc1,2,0,23,i,-5,-0.5,-13,-10,-7,-2
Cc1cc(/C=N/n2cnnc2)c(C)n1-c1ccccc1,·,6,2,-1.4,4,·,-3,9,30,3
CC(C)c1ccc(N2C(=O)NC(=O)/C(=C/c3cnc(-c4ccccc4)nc3)C2=O)cc1,1,-3,-5,-0.3,-10,8.7,6,16,46,-5
CCOC(=O)c1cc(CC)sc1N,6,3,1,-0.3,-11,1.3,2,-1,22,9
CCOc1ccccc1N(CC(=O)N1CCN(Cc2ccccc2)CC1)S(=O)(=O)c1ccccc1,·,·,-5,-3.1,·,0.0,22,-5,·,6
Cc1cc(C)c2c(c1)/C(=N/NC(=O)c1ccc(O)cc1)CCC2,·,-2,-5,-0.3,1,1.4,11,-11,-3,1
c1ccc(OCCN2C3=NCCN3c3ccccc32)cc1,-9,-4,-4,1.0,3,·,3,-2,8,14
Cc1ccc2c(c1)NC(=O)C(CC(=O)N(C)Cc1ccccc1)O2 (stereo not given),5,0,-4,0.4,-1,-0.8,7,8,13,-1
Cn1nccc1C(=O)Nc1sc2c(c1C#N)CCCC2,-15,3,2,-0.1,2,0.8,0,16,10,6
CC(=O)NC1(c2cccc(F)c2)CCN(CC(=O)NC(C)C)CC1,-1,-4,-3,-0.1,-6,·,-3,-2,-1,6
O=C(NCCc1ccccc1)c1ccccc1NS(=O)(=O)N1CCCC1,-4,4,10,-3.7,-4,·,-5,-5,7,11
CCc1ccc(NC(=O)CCS(=O)(=O)c2ccc3c(c2)CCN3C(C)=O)cc1,-11,-1,8,-0.2,-7,3.7,1,5,-12,3
CCOC(=O)C1CCCN(/C=C2\SC(=S)N(CC)C2=O)C1 (stereo not given),1,1,-1,-0.3,1,-1.5,-1,6,-10,1
O=C(NCc1ccco1)c1ccc(-c2csnn2)cc1,2,8,6,-0.9,-3,1.1,4,-1,36,-8
CC(CN1CCCCC1)OC(=O)/C=C/c1ccccc1 (stereo not given),-8,0,-6,i,3,-0.3,3,-12,30,11
CC(C)CCc1noc(CN(C)CC2CCN(Cc3ccccc3)CC2)n1,-12,1,-6,-0.3,-10,0.6,6,-10,26,-2
CC(C)(C)OC(=O)NOCC(=O)N(CC(=O)c1ccccc1)Cc1ccccc1,-1,·,8,1.2,1,2.1,11,-6,·,-3
C#Cc1ccc([C@H]2C=C(C(=O)O)O[C@@H](OCc3ccc(CO)cc3)C2)cc1,-5,-3,1,i,3,-0.2,-5,-1,14,10
COCCn1c(=O)[nH]c2cc(C(=O)NCc3ccccc3)ccc2c1=O,10,-4,-1,i,5,·,0,-20,-11,-5
CN(C)c1ccc(/C=C/c2nc3ccccc3s2)cc1,7,-6,3,i,6,·,3,-4,20,-205
COc1cc(N2CCCC2)c(OC)cc1/C=C(/C#N)c1ccc(F)cc1,33,-3,-7,-2.4,-5,·,-2,-6,16,-113
COc1cc(C2NC(=O)NC(c3ccccc3)=C2C(C)=O)cc(Cl)c1OCC(=O)O (stereo not given),-3,5,5,i,0,0.3,1,-4,31,8
N/C(=N\OC(=O)CCCc1ccccc1)c1cccc([N+](=O)[O-])c1,·,1,2,i,6,1.5,0,4,-7,-2
CCN1C(=O)[C@H]2[C@@H](c3ccc(-c4ccccc4)c(OC)c3)N[C@@](CC(C)C)(C(=O)OC)[C@H]2C1=O,-1,·,-1,i,3,8.6,-3,8,·,1
O/N=C1\CCCc2oc3c(c21)CCCC3,·,-2,3,-1.3,-2,·,1,4,28,9
CCN(CC)C(=O)CSc1nc(C)cc(-c2cccs2)c1C#N,-16,5,0,-5.0,-3,·,16,-7,42,2
CCOC(=O)N1CCN(Cc2c(O)ccc3ccccc23)CC1,4,-2,-8,-0.5,3,0.8,23,-14,18,-14
C/C(=N\NC(=O)CSCc1cccc(Br)c1)c1ccc([N+](=O)[O-])cc1,·,-1,2,7.1,-5,·,1,-3,19,10
COc1ccc2c(Cl)c(C(=O)N/N=C/c3cccnc3)sc2c1,·,-2,7,-0.5,-4,-5.6,19,16,6,8
Cc1c(N(C)S(=O)(=O)c2cc(C(=O)N3CCCC3)ccc2Cl)c(=O)n(-c2ccccc2)n1C,7,-1,-1,i,-4,-0.7,2,-5,53*,10
O=C(NCC(c1cccnc1)N1CCN(c2ccc(F)cc2)CC1)c1cccc(Cl)c1 (stereo not given),-8,-3,-14,i,2,·,25,21,32,1
COCCNC(=O)Cn1c(=O)oc2cc(S(=O)(=O)N3CC(C)CC(C)C3)ccc21 (stereo not given),-9,5,3,i,6,0.7,7,3,22,1
CCOC(=O)N1CCN(C(=O)COc2cc(C)c(Cl)c(C)c2)CC1,-16,8,8,-0.3,-5,0.3,17,0,8,4
N#CC(c1ccc(Cl)nn1)c1c(F)cccc1Cl (stereo not given),0,-3,3,-1.4,4,0.8,-5,-10,17,-29
c1ccc(Cc2nnc(Sc3ccccc3)c3ccccc23)cc1,-2,-1,53*,-1.0,2,1.5,19,-6,-2,-3
CCC(=O)N1CCN(c2ccccc2NC(=O)c2cccc(C)c2)CC1,-3,-2,-4,i,-3,1.7,1,12,2,3

# A section from the list above, as a working copy:
SMILES,SSB-PriA inh,SARS 3CLpro inh,PrPC surface inh,Vc quorum ag,Rv3671c inh,TcdB inh,Y pestis TopoI,CCHFV vOTU inh,DUSP3 inh,MazF activator
CC(C)c1ccc(N2C(=O)NC(=O)/C(=C/c3cnc(-c4ccccc4)nc3)C2=O)cc1,1,-3,-5,-0.3,-10,8.7,6,16,46,-5
CCOC(=O)c1cc(CC)sc1N,6,3,1,-0.3,-11,1.3,2,-1,22,9

# (list continues)
SMILES,SSB-PriA inh,SARS 3CLpro inh,PrPC surface inh,Vc quorum ag,Rv3671c inh,TcdB inh,Y pestis TopoI,CCHFV vOTU inh,DUSP3 inh,MazF activator
O=C(NCc1ccc(Cl)cc1Cl)Nc1ccccc1,-12,·,6,-0.5,6,1.3,1,3,·,-1
CCCOc1ccc(N2C(=O)CC(NCc3cccs3)C2=O)cc1 (stereo not given),-2,-1,-6,-3.0,-8,·,-5,1,22,2
O=Cc1c(SCCO)nc2ccccn2c1=O,-8,7,-22,-0.2,-4,0.1,15,0,4,-2
CC(=O)Nc1ccc(CN2CCCC(CO)(Cc3cccc(Cl)c3)C2)cc1 (stereo not given),-2,2,2,4.8,-16,1.2,2,-2,10,3
CCOC(=O)C1CCN(C(=O)CN(c2ccc(Cl)c(C(F)(F)F)c2)S(C)(=O)=O)CC1,-13,-2,0,i,5,·,9,16,0,0
N=C1S/C(=C\c2ccc(O)cc2)C(=O)N1c1ccc(F)cc1,6,4,·,0.1,0,·,1,·,11,-42
CC(=O)c1cccc(NC(=O)N2CCCc3ccccc32)c1,-2,-3,4,-0.4,2,-1.0,-3,-5,22,3
CCCOc1ccc(C(=O)NCC(c2ccco2)N(C)C)cc1OC (stereo not given),0,1,3,-0.2,-3,0.8,-5,-3,-2,7
COC(=O)c1ccccc1Oc1c(F)c(F)nc(N2CCOCC2)c1F,-22,-2,2,i,3,·,23,-1,13,3
O=C(CC1SCCNC1=O)Nc1ccccc1Cl (stereo not given),-10,-1,0,-0.1,-6,1.1,12,-15,0,8
C[C@H](CO)N1C[C@H](C)[C@H](CN(C)C(=O)Cc2ccncc2)Oc2ncc(Br)cc2C1=O,·,·,-3,i,·,0.7&-1.1,0,-2,·,9
Cc1nc(SCc2nc3ccc(F)cc3[nH]2)c2oc3ccccc3c2n1,-8,·,-2,-0.4,-17,0.1,13,-3,·,-34
C[C@@H]1CN([C@@H](C)CO)C(=O)CCCn2nncc2CO[C@H]1CN(C)Cc1ccccc1,·,·,3,i,·,0.2&-0.2&-0.1,8,-2,·,3
Cc1ccc(CNC(=O)C(=O)Nc2nccs2)cc1,1,4,-4,i,-7,0.3,-1,-4,4,3
CCOC(=O)c1ccc(NC(=O)N2CCN(c3ccccn3)CC2)cc1,-4,-1,0,-0.4,-8,·,16,-4,-9,3
Cc1nc(CS(=O)c2ccccc2)cc(N2CCOCC2)n1 (stereo not given),-11,1,1,-0.6,2,·,1,7,-1,-12
COC(=O)N/N=C/c1cn(CCOc2cccc(OC)c2)c2ccccc12,·,2,0,-0.8,-3,1.1,4,2,-32,-6
S=C(Nc1ccc(Br)cc1)N1CCN(C2CCCCC2)CC1,-3,-3,9,-0.4,0,-1.4,1,-9,18,-7
O=C(CCc1nc(-c2ccccc2)no1)NCc1cccnc1,-15,-1,-9,-0.1,-3,0.7,-1,-3,10,1
COc1ccc(C2CC(c3cccs3)=NN2C(=O)CSC2=NCCS2)cc1 (stereo not given),-22&-12,4,-1,·,-5,-4.2,26,20,14,-11
CC(C)C(=O)Nc1ccc(S(=O)(=O)N2CCC(c3nc4ccccc4[nH]3)CC2)cc1,-8,·,0,1.2,2,4.3,-14,-5,·,-7
CCCC(CCC)C(=O)Nc1ccncc1,-4,-1,3,-0.4,7,·,-6,12,-8,-8
Cc1ccc(C)c(S(=O)(=O)N2CC(=O)N(CCc3ccccc3)C(=O)C2)c1,-2,-2,-10,-0.2,-9,·,7,9,-8,-13
CC(=O)NCCSC(=O)c1ccc(F)cc1,-2,3,6,-0.2,3,·,-2,0,10,-1
Cc1ccc(NC(=O)C(C)Sc2nnc(C3CC3)n2C2CC2)cc1S(=O)(=O)N1CCOCC1 (stereo not given),-5,·,0,-2.0,6,2.6,16,0,·,2
CN(C)CCN(Cc1ccco1)C(=O)c1cc2c(Cl)nc3ccccc3c2s1,-8,4,4,i,4,0.1,5,13,27,10
CC(C)COc1ccc(C(=O)Nc2ccccc2[N+](=O)[O-])cc1,3,5,-1,3.3,-5,·,13,7,4,-12
CCC(=O)N1CCc2cc(Br)cc(S(=O)(=O)CCC(=O)NCCOC)c21,-8,-3,-4,-0.2,11,·,-8,-18,27,-2
CC1=C(C(=O)OCc2ccccc2)C(c2cccs2)NC(=O)N1CCCC(=O)O (stereo not given),-3,1,1,-0.7,3,1.1,15,-5,16,-1
C=C(C)CC(c1ccccc1)N(C(C)=O)c1ccco1 (stereo not given),-3,0,1,-0.1,-15,0.3,6,-4,6,6

# Arranged by molecular weight (descending): some entries from above
SMILES,SSB-PriA inh,SARS 3CLpro inh,PrPC surface inh,Vc quorum ag,Rv3671c inh,TcdB inh,Y pestis TopoI,CCHFV vOTU inh,DUSP3 inh,MazF activator
CCC(=O)N1CCc2cc(Br)cc(S(=O)(=O)CCC(=O)NCCOC)c21,-8,-3,-4,-0.2,11,·,-8,-18,27,-2
CC(C)C(=O)Nc1ccc(S(=O)(=O)N2CCC(c3nc4ccccc4[nH]3)CC2)cc1,-8,·,0,1.2,2,4.3,-14,-5,·,-7
Cc1ccc(C)c(S(=O)(=O)N2CC(=O)N(CCc3ccccc3)C(=O)C2)c1,-2,-2,-10,-0.2,-9,·,7,9,-8,-13

# High-throughput results from PubChem.

# This is a subset; rates above refer to the full screens.
